TPT1 inhibitor = C. albicans TPT1 enzyme inhibition; 0.81% of 300,000 active; recombinant caTPT1, FP RNA substrate dephosphorylation; AID 1962; inhibition, % at 5 µM;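 active = inhibition above the mean of all tested compounds plus 3 SD, set per screening campaign, cut at about 24% in these data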;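 note: plate controls were DMSO alone for no effect and ferristatin control at 100 nM for full effect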
PP5 inh = inhibitors of human protein phosphatase 5 (PP5) | P53041 | purified PP5c, OMFP substrate fluorescence | inhibition, % at 6.7 µM | 0.18% of 320,000 active;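 active = inhibition above the campaign's mean inhibition across all tested compounds plus 3 SD, cut at about 9.5% in these data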;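 note: 0% = DMSO only and 100% = 100 µM cantharidin control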
procasp7 counter = counter-screen: procaspase-7 (human) activation; P55210; recombinant procaspase-7, Ac-DEVD-pNA absorbance 405 nm; D23A/D198A/D206A triple mutant, cannot self-cleave; scale: DMSO 0, 5 µM enzyme 100; activation, % at 8.5 µM; 0.093% of 330,000 active; AID 463210;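 active = percent activation above the screen-wide mean plus 3 SD, cut at about 25% in these data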
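Material: Procaspase-7 triple mutant (PC-7 D3A) | Quantity: 2 µM procaspase-7 mutant as dispensed | Reagent: DEVD-pNA substrate | Times: 1 h preincubation, 2 h reaction | Technique: 405 nm absorbance of p-nitroaniline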
GASC-1 inh = inhibitors of human GASC-1 (JMJD2C) demethylase; Q9H3R0; GST-JMJD2C(1-420) H3K9me3 demethylation, DELFIA europium; inhibition, % at 2.35 µM; 0.069% of 330,000 active; AID 2099;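 active = more than half of a compound's replicate wells show inhibition beyond 50%, single wells judged on their own value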;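 note: signal counts dimethyl H3K9 product captured on neutravidin plate; 0% = median of DMSO wells and 100% = 0.3 times that DMSO median; strong numbers were not always called active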
Target sequence (Q9H3R0 1-420 limits assumed): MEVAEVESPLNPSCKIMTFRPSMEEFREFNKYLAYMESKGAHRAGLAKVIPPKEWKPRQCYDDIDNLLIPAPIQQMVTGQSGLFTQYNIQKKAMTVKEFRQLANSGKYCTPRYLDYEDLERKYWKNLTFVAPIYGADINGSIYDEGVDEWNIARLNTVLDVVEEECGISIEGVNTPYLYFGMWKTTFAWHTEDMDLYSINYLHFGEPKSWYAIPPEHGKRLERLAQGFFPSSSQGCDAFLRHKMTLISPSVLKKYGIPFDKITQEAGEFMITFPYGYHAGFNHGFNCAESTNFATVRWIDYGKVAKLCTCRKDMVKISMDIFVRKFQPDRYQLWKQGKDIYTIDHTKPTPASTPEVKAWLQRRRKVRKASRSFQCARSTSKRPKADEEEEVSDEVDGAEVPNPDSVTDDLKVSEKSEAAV
Efflux pump inh = blocks antifungal efflux pumps in multiplex yeast assay | S. cerevisiae Candida pump triplex, Nile Red efflux | AID 485275 | inhibition, % at 10 µM | 0.44% of 330,000 active;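 active = plate passing quality check with inhibition over a set limit, or well fluorescence over plate mean plus 4 SD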;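 note: Nile Red retained in pooled yeast measured as flow cytometry median fluorescence; 0% = buffer negative control and 100% = Enniatin B positive control; higher means more Nile Red kept so more efflux inhibition; some compounds called inactive have numbers as strong as hits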
PP1 inh = PP1-alpha (human) inhibition in PP5 counter-screen. P62136. purified PP1alpha, OMFP fluorescence. inhibition, % at 6.7 µM. 0.9% of 320,000 active. AID 2235;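 active = inhibition above the mean inhibition of all tested compounds plus 3 SD, computed separately for each screening campaign, cut at about 15% in these data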
Target sequence (P62136 whole entry, looked up): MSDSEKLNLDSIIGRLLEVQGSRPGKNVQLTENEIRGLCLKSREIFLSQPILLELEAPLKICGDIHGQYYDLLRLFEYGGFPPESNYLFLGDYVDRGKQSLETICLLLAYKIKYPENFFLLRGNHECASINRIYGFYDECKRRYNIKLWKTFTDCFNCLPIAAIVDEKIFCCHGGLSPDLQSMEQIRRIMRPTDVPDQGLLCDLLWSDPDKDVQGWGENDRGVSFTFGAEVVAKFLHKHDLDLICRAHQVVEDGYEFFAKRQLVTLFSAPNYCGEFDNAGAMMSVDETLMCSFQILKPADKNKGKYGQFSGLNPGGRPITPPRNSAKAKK
procasp3 activ = activators of human procaspase-3 | recombinant procaspase-3 D3A, Ac-DEVD-pNA absorbance 405 nm | activation, % at 8.5 µM | P42574 | 0.11% of 330,000 active;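 active = activation above the mean of all tested compounds plus 3 SD, cut at about 21% in these data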;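 note: 0% = DMSO alone and 100% = DMSO wells spiked with extra 5 µM PC-3 D3A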
Target sequence (P42574 whole entry D9A/D28A/D175A): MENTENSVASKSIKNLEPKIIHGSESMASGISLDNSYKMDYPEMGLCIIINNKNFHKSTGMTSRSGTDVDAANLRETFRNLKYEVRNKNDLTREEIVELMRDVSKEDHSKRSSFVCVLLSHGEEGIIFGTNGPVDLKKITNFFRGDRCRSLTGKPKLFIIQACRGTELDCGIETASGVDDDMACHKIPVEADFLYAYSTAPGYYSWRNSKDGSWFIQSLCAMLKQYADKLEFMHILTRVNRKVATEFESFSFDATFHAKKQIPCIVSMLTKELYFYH
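assay system = Procaspase-3 D3A mutant | signal = absorbance at 405 nm, 0 and 120 min | times = 1 h preincubation plus 2 h reaction at 25 °C | repeats = single replicate | read-out = % activation between DMSO and enzyme-spiked controls | medium = Zinc-free HEPES saline buffer with Triton X-100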
CTSL1 counter = counter-screen for PFM18AAP inhibitors: inhibitors of F. hepatica cathepsin L1; recombinant F. hepatica cathepsin L1, Z-Leu-Arg-MCA fluorescence; inhibition, % at 5.96 µM; 0.49% of 300,000 active; AID 1906;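 active = inhibition above the mean of all tested compounds plus 3 SD, set per screening campaign, cut at about 17% in these data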;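 note: 0% = plate median of test compound wells and 100% = 1 µM Z-Phe-Ala-diazomethylketone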
core dimer inh = HCV core protein dimerization inhibition | TR-FRET GST/Flag-core106 dimerization, 1536-well | inhibition, % at 5 µM | 0.33% of 300,000 active | AID 1899;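 active = inhibition above the mean of all tested compounds plus 3 SD, set per screening campaign, cut at about 45% in these data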
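Material: GST/Flag-tagged HCV core106 proteins. Incubation: 4 h, 22.5 °C incubation. Read-out basis: inhibition (%) from 671 over 617 nm ratio. Measured by: TR-FRET, excitation 340 nm, emission 617 and 671 nm.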
* hit, by the source's call; . = no result given. An unsorted share of the library, and some 2.9% of all compounds hit somewhere here.

SMILES	TPT1 inhibitor	PP5 inh	procasp7 counter	GASC-1 inh	Efflux pump inh	PP1 inh	procasp3 activ	CTSL1 counter	core dimer inh
CCCCn1c(N)c(N(CCOC)C(=O)c2ccc(Cl)c(S(=O)(=O)N3CCCCC3)c2)c(=O)[nH]c1=O	4	-1.3	0	-1	0.2	4	2	0	1
CC(=O)c1ccc(OCc2cc(=O)n3ccsc3n2)cc1	-1	1.0	3	1	-0.2	0	-3	2	9
Cc1cc(=O)oc(C)c1C(=O)N1CCCCC1	-4	0.3	7	1	-0.1	0	1	-1	-9
Cc1ccc(C(C)NC(=O)c2ccncc2)c(C)c1 (stereo unspecified)	0	-0.1	-2	0	-0.2	-4	1	3	0
COC(=O)CSc1nc(N)c2c3c(sc2n1)C(c1ccccc1)SC(c1ccccc1)C3 (stereo unspecified)	72*	2.6	-30	13	-0.1	7	-21	8	31
O=C(CCN1C(=O)/C(=C/C=C/c2ccccc2)SC1=S)Nc1cccnc1	11	-1.5	-8	3	-0.2	20*	2	4	29
O=C1CSc2ccc(C(=O)NCc3ccccn3)cc2N1	.	.	-3	1	-0.1	.	0	.	.
CN(C(=O)CCc1nnc(CCCCc2ccccc2)o1)C1CC(C)(C)NC(C)(C)C1	3	-0.9	-4	4	0.1	-5	1	0	-2
CC(NC(=O)CN1CCOCC1)c1ccc(F)cc1 (stereo unspecified)	-2	-1.1	4	-1	-0.1	0	4	-6	-2
COc1cc(CN2CC(=O)N(c3ccc(C)c(C)c3)C2=S)cc(OC)c1OC	-3	0.8	0	-3	-9.2	12	-2	-2	2
CCOc1ccc(NC(=O)COc2ccc(-n3cnnn3)cc2)cc1	.	2.8	0	9	-0.1	-5	3	.	.
Cc1cccc(NC(=O)CSc2nnc([C@@H]3CCCN3C(=O)OC(C)(C)C)o2)c1C	-4	-0.7	0	2	-0.1	-3	-7	8	-3
Cc1cc(NC(=O)CCc2ccc(C)o2)no1	2	-1.4	-12	-17	0.6	-2	-4	3	-2
CC(C)[C@H](NC(=O)c1cccc(S(=O)(=O)N2CCOCC2)c1)C(=O)Nc1nc2ccccc2s1	-1	-1.1	9	2	-4.2	-1	-3	-2	-1
CN(C)CCCn1c(SCCN2C(=O)c3ccccc3C2=O)nc2ccccc2c1=O	3	0.5	1	-2	0.0	7	6	-3	-5
Cc1[nH]c(=O)[nH]c(=O)c1/C=N/NC(=O)[C@H](CC(C)C)NC(=O)OC(C)(C)C	-3	-2.4	7	24	0.0	4	4	12	-4
O=C(N/N=C/c1ccc2ncccc2c1)c1cccc([N+](=O)[O-])c1	2	1.0	-7	8	0.1	-1	11	-1	-3
COc1cc([N+](=O)[O-])ccc1NC(=O)Nc1cccnc1	-1	1.9	-6	2	-0.1	0	5	1	-10
CCc1ccccc1N1C(=O)CN(Cc2cc(OC)c(OC)c(OC)c2)C1=S	-1	-0.7	-13	1	0.0	-1	-15	0	-4
Cc1cc(C)cc(NS(=O)(=O)c2ccc3c(c2)c(=O)n(C)c(=O)n3C)c1	6	0.5	-5	-3	0.0	0	7	4	5

3 entries out of the list above, ordered by the value under GASC-1 inh, falling:
Molecule	GASC-1 inh
COc1cc([N+](=O)[O-])ccc1NC(=O)Nc1cccnc1	2
CC(=O)c1ccc(OCc2cc(=O)n3ccsc3n2)cc1	1
CN(C)CCCn1c(SCCN2C(=O)c3ccccc3C2=O)nc2ccccc2c1=O	-2

(listing goes on)
SMILES	TPT1 inhibitor	PP5 inh	procasp7 counter	GASC-1 inh	Efflux pump inh	PP1 inh	procasp3 activ	CTSL1 counter	core dimer inh
N/C(COc1cccc(Cl)c1)=N\O	2	0.5	6	-3	-0.1	-5	-9	-4	-1
O=C(COc1ccc(C(=O)c2ccccc2)cc1)NC1CCCCCC1	-1	1.3	-3	5	0.2	2	9	-1	5
CN1C(=S)SC(N(O)C=C2C=CC(=O)C=C2)C1(C)C (stereo unspecified)	-3	1.6	-7	-4	0.0	-2	-4	-3	-3
COC(=O)c1ccc(N2C(=O)c3ccc(OC)c(OC)c3C2=O)cc1	-6	0.0	6	0	0.0	1	2	0	-1
CCCCn1nc(C(=O)NCC(c2cccs2)N2CCOCC2)c2ccccc2c1=O (stereo unspecified)	.	1.1	2	2	0.1	-8	-5	.	.
O=C(Cn1nnc(-c2ccccc2NC(=O)c2cccs2)n1)Nc1ccccc1	-1	4.9	6	0	0.2	-1	1	-2	9
Cc1occc1C(=O)N1CCCC(CO)(Cc2ccc(F)cc2F)C1 (stereo unspecified)	2	0.2	10	18	0.1	-2	0	1	-7
O=C(CCNC(=O)c1ccco1)Nc1ccc(Cl)cc1F	0	0.9	2	0	-0.3	5	6	-4	5
COc1ccc(CNC(=O)c2[nH]c(C)c(C(C)=O)c2C)cc1	-1	1.3	2	-8	0.0	2	6	0	10
O=[N+]([O-])c1ccc(OCCO)c(P(=O)(c2ccccc2)c2ccccc2)c1	-1	2.0	9	-3	0.0	-10	-3	-1	3
Cc1nc2ccccc2cc1C(=O)O	0	0.1	-3	7	0.0	5	-1	-1	-3
Cc1c(CN2CCC(CO)(CCOc3ccccc3)CC2)[nH]c2c(Cl)cccc12	-5	3.0	8	-7	0.0	10	-10	0	-10
O=S(=O)(c1ccccc1F)N1CCCc2ccccc21	0	2.1	0	5	0.3	1	-4	-3	3
CC(=O)Nc1cccc(C(=O)/C=C/c2ccc(F)cc2)c1	2	0.7	16	2	0.0	-2	1	-6	2
CCc1ccccc1N(CC(=O)N1CCCCC1)S(=O)(=O)c1ccccc1	-2	1.6	4	3	0.2	1	-1	-4	0
Cc1nnc(SCC(=O)Nc2ccc3c4c(cccc24)CC3)n1C	-1	1.9	7	1	0.0	-1	-5	-1	3
OCC[C@@H]1C[C@@H](O)[C@H](O)[C@@]2(OCc3ccccc32)O1	0	-0.4	5	-6	0.1	0	12	4	-12
O=C(CCc1c[nH]c2ccccc12)NCc1ccco1	-1	0.9	4	24	0.2	-3	-2	3	-2
O=C(NNS(=O)(=O)c1ccc([N+](=O)[O-])cc1)c1ccc([N+](=O)[O-])cc1	-3	-3.2	-8	2	0.0	-1	3	-5	4
CNCCOc1ccccc1C(C)(C)C	0	5.4	1	-9	-0.1	0	-2	-2	6

Complete entries, looked up by structure. Screens in order: TPT1 inhibitor | PP5 inh | procasp7 counter | GASC-1 inh | Efflux pump inh | PP1 inh | procasp3 activ | CTSL1 counter | core dimer inh
`CC(C)[C@H](NC(=O)c1cccc(S(=O)(=O)N2CCOCC2)c1)C(=O)Nc1nc2ccccc2s1` across the screens: -1 | -1.1 | 9 | 2 | -4.2 | -1 | -3 | -2 | -1
`CNCCOc1ccccc1C(C)(C)C` across the screens: 0 | 5.4 | 1 | -9 | -0.1 | 0 | -2 | -2 | 6
`Cc1cc(=O)oc(C)c1C(=O)N1CCCCC1` across the screens: -4 | 0.3 | 7 | 1 | -0.1 | 0 | 1 | -1 | -9

Continuation:
SMILES	TPT1 inhibitor	PP5 inh	procasp7 counter	GASC-1 inh	Efflux pump inh	PP1 inh	procasp3 activ	CTSL1 counter	core dimer inh
c1ccn(-c2ncnc3sc4c(c23)CCCC4)c1	4	1.7	0	.	0.1	3	6	-2	3
O=S(=O)(NCC1CCN(S(=O)(=O)c2ccccc2)CC1)c1ccccc1	4	2.4	11	0	0.0	6	-4	5	0
NC(=O)C1CCN(c2oc(/C=C/c3ccc(F)cc3)nc2S(=O)(=O)c2ccccc2)CC1	-2	2.4	-3	1	0.0	-5	3	1	7
CCC1Oc2ccccc2N(CC(=O)NCCCN2CCN(Cc3ccccc3)CC2)C1=O (stereo unspecified)	2	3.6	0	7	0.0	-3	7	-2	-3
CCCC(=O)NC(=S)c1c(C)n(C)n(-c2ccccc2)c1=O	2	-0.1	0	-6	-0.2	-1	-6	0	-3
NC(=S)N/N=C/c1cn(CCC(=O)O)nc1-c1cccc(Br)c1	1	1.4	-6	9	0.0	-3	-1	14	0
CCn1c(COc2cccc(C)c2)nnc1SCC(=O)NC1CCCC1	-4	0.0	4	3	-0.1	4	-6	0	-10
CCc1ccc2oc(=O)cc(CN3CCN(Cc4ccccc4)CC3)c2c1	-1	-6.0	-5	-11	-0.1	-4	3	5	-13
CC(C)C(=O)Nc1ccc(C(=O)N/N=C/C2CC3C=CC2C3)cc1 (stereo unspecified)	-2	1.4	-4	-14	-0.3	2	8	-2	-5
COc1ccc(-n2ccnc2SCC(=O)NO)cc1	2	3.6	4	16	0.0	3	-2	2	-4
CCc1ccc2[nH]cc(C(=O)N3CCCCCC3)c(=O)c2c1	-1	1.6	-5	1	0.0	0	0	-4	-1
COc1ccc(OC)c(C(c2nnnn2Cc2ccccc2)N2CCN(C3CCCCC3)CC2)c1 (stereo unspecified)	0	-0.2	-7	6	0.0	-3	5	0	-8
O=C(Nc1ccc(N2CCOCC2)cc1)C1CC(O)CN1S(=O)(=O)c1ccc(Cl)cc1 (stereo unspecified)	-1	0.4	7	7	0.0	-3	-1	2	-2
CC(Sc1nncn1C)C(=O)Nc1nnc(-c2ccccc2)s1 (stereo unspecified)	-1	0.4	9	10	0.1	-3	-10	-1	-3
Cc1ccc2c(c1)nnn2C1CCN(CC(=O)Nc2ccc(F)cc2)CC1	3	1.3	4	3	0.2	-3	6	-4	-1
Cn1cc(C(=O)c2ccc(Cl)cc2Cl)cc1C(=O)N/N=C(\N)COc1ccc(Cl)cc1Cl	-1	2.1	7	-16	-0.1	8	0	3	26
CCOC(=O)c1c(CN2CCN(C)CC2)n(-c2ccccc2)c2cc(Br)c(O)cc12	-1	2.1	11	-2	-0.1	0	1	3	-7
O=[N+]([O-])c1ccc(/C=N/NS(=O)(=O)c2ccc(Cl)cc2)o1	1	1.9	-7	-4	-0.1	-1	-6	9	2
CC(C)(CO)N=C1NS(=O)(=O)c2cc([N+](=O)[O-])ccc21	-1	-0.6	-2	-1	-0.3	-3	-6	-2	1
Cc1nnc(CN(C)Cc2cn[nH]c2-c2ccc(-c3ccccc3)cc2)o1	1	-1.2	8	2	-0.1	0	4	-5	-4
CCCCN(C(=O)NC(=O)Nc1ccccc1OCC)S(C)(=O)=O	-4	3.0	13	-4	-0.1	-1	5	2	-4
CC1CCCCN1C(=O)Cn1cnc2cc([N+](=O)[O-])ccc2c1=O (stereo unspecified)	1	-1.7	5	37	0.0	2	-1	0	-2
C[C@@H](C(=O)NCc1ccccn1)[C@@H]1C[C@@]1(C)[C@@H](NC(=O)OCc1ccccc1)c1ccccc1	-2	0.1	5	-6	0.0	0	0	4	12
COc1ccc(C(=O)OC(C(=O)c2ccccc2)c2ccccc2)cc1 (stereo unspecified)	2	2.4	-5	-5	0.2	-4	0	-14	1
CNc1nc(-c2ccc([N+](=O)[O-])cc2)cs1	-1	2.4	8	1	-0.1	0	-7	-1	-18
COc1ccc(C(C)(C)C)cc1NC(=S)NCCN1CCOCC1	1	3.1	4	5	-0.1	2	-5	-1	-1
COc1ccc(NC(C)=O)cc1S(=O)(=O)NC(Cc1ccccc1)C(=O)O (stereo unspecified)	3	2.9	-1	10	-0.1	-4	7	-2	-3
O=C1CSC(=NC2CCCCC2)N1	-3	-0.2	-16	0	-0.1	-1	-17	-1	0
CCN(CC)c1ccc(CNc2ccc3c(c2)ncn3C(C)(C)C)cc1	-5	1.1	12	.	-0.1	1	-5	-3	-9
